rad50: NCI yeast anticancer drug screen, S. cerevisiae rad50 strain | actives 10% (n = 79,000) | AID 155 | growth inhibition, % at 50 µM;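 further: 0% = growth of vehicle-only cultures of the same strain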
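Inhibition values express reduced yeast growth in compound-treated cultures relative to vehicle-treated controls.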
yeast mec2-1: NCI yeast anticancer drug screen, S. cerevisiae mec2-1 strain; growth inhibition, % at 50 µM; actives 9% (n = 79,000);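 further: 0% = growth of vehicle-only cultures of the same strain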
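Vehicle-treated cultures served as reference for growth inhibition of compound-exposed mec2-1 yeast.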
mlh1 rad18: NCI yeast anticancer drug screen, S. cerevisiae mlh1 rad18 strain | growth inhibition, % at 50 µM | actives 11% (n = 79,000) | AID 175;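 further: 0% = growth of vehicle-only cultures of the same strain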
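Inhibition values reflect reduced growth of mutant yeast versus vehicle-treated controls following compound exposure; the mutations affect DNA damage repair.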
bub3: NCI yeast anticancer drug screen, S. cerevisiae bub3 mutant strain. actives 9.9% (n = 78,000). growth inhibition, % at 50 µM;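 further: 0% = growth of vehicle-only cultures of the same strain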
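Mutant yeast screening strain plus compound; vehicle-treated cultures serve as the 0% inhibition reference.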
yeast sgs1 mgt1: NCI yeast anticancer drug screen, S. cerevisiae sgs1 mgt1 strain. % growth inhibition at 50 µM. actives 10% (n = 78,000);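 further: 0% = growth of vehicle-only cultures of the same strain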
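Read-out: growth inhibition vs vehicle controls. Cells: mutant yeast strain deficient in DNA damage repair.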
cln2 rad14: NCI yeast anticancer drug screen, S. cerevisiae cln2 rad14 strain | actives 8.3% (n = 78,000) | growth inhibition, % at 50 µM;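 further: 0% = growth of vehicle-only cultures of the same strain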
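Compounds are applied to the cln2 rad14 yeast strain, and growth is then compared with that of vehicle-treated cultures to give inhibition.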
Active calls of the source: *; & = joins results of further samples. No stated cut-off is given here; in the data, active means growth inhibition above about 70%; inactive means the rest. Random draw from the library; 14% or so of the library scored in one or more.

compound,rad50,yeast mec2-1,mlh1 rad18,bub3,yeast sgs1 mgt1,cln2 rad14
CCOc1cccc(C=O)c1O,5,-1,6,-14,8,-8
Nc1cc(=S)nc(N)[nH]1,20,-7,29,21,22,10
COc1ccc(-n2c(O)c(N=Nc3ccccc3C)c(=O)n(-c3ccccc3)c2=S)cc1,-27,-11,3,-4,-12,-60
Clc1ccccc1N=NN1CCN(c2ccccc2)CC1,22,-7,-8,34,3,9
CCCCC(N)=O,-22,-9,4,-5,10,6
Clc1ccccc1/C=C/c1nccc2ccccc12,94*,60,94*,88*,72*,15
c1ccc2c(NCCCN3CCN(CCCNc4c5ccccc5nc5ccccc45)CC3)c3ccccc3nc2c1,24,5,15,22,11,0
CC(C)(C)c1ccc(-c2cc3nc(-c4ccccc4)cc(=O)n3[nH]2)cc1,-8,-30,-1,11,10,6
C1C2C3OC3C1C13OC21C1CC3C2OC21 (stereo not given),-32,-16,-22,-4,-11,-25
CCCCSCC(N)CO (stereo not given),9,5,2,1,11,-34
Cc1cc(=O)n2nc(CCl)sc2n1,10,10,10,11,6,-8
CN(C)C=Nc1cc2c3c(c1)CCCN3CCC2,11,0,31,-3,13,12
CCN(CC)C(=O)Nc1cccc(O)c1,-7,7,6,0,-3,-29
O/N=C1/CCCC/C1=C/c1ccc(Cl)cc1,83*,53,80*,66,74*,65
COc1cc2cc(C(=O)O)sc2cc1OC,-22,-4,6,8,-10,-49
Cc1cc(NC(=O)C(=O)CC(=O)c2ccc(Cl)s2)no1,-51,5,-3,-7,-9,-56
Cc1cnc(C)c(C(O)c2ccccc2)n1 (stereo not given),-6,-10,-4,-9,-4,-18
N#CC1(C#N)C2(c3ccccc3)OC(c3ccccc3)(c3cc4ccccc4cc32)C1(C#N)C#N,2,20,29,8,-4,14
COC(=O)C1(N2CCOCC2)CCC([C@@H](c2ccccc2)C(C)[N+](=O)[O-])C1 (stereo not given in full),57,26,28,-3,21,8
N#C/C(=C\NC(=S)Nc1cc(Cl)ccc1Cl)C(=O)c1ccc2ccccc2c1,35,24,32,48,35,48
N/C(=N\OC(=O)NC(Cl)=C(Cl)Cl)c1cc(C(F)(F)F)cc(C(F)(F)F)c1,89*,89*,88*,90*,89*,89*
CCCCCCN(CCCCCC)CCC(=O)c1ccc2cc(Cl)c3ccccc3c2c1,78*,82*,88*,33,78*,32
C(#CCN1CCCC1)CCCN1CCCC1,-23,-44,4,-30,-17,-12
Nc1nc(SCCc2ccccc2)c2[nH]cnc2n1,-2,-4,7,-20,-43,-17
CCC(=O)/C=C/C1=C(C)CCCC1(C)C,-10,-10,-13,6,6,-6

The list goes on.
compound,rad50,yeast mec2-1,mlh1 rad18,bub3,yeast sgs1 mgt1,cln2 rad14
NNC(=O)C(=O)NN=C(C(Cl)(Cl)CO)C(Cl)(Cl)CO,19,-1,20,22,15,14
O=C(NNC(=O)c1cccc(F)c1)c1cccc(F)c1,-21,-8,-2,-6,-13,19
COc1cc2c(cc1OC)[C@@H](Nc1ccc(C#N)cc1)C1COC(=O)[C@@H]1C2c1cc(OC)c(O)c(OC)c1 (stereo not given in full),88*,92*,87*,89*,88*,82*
O=C(O)c1cncc(Br)c1,22,1,14,-8,-18,-9
COc1cccc(-c2cc(C(=O)Nc3ccc(Cl)cc3)nc(N)n2)c1,-13,-13,-18,3,-12,18
Cc1ccc(N2CCN(c3ccc([N+](=O)[O-])cc3)CC2)cc1Cl,-6,7,-28,0,3,-12
NC(CCCCNC(=O)OCc1ccccc1)C(=O)OCc1ccccc1 (stereo not given),-15,-20,-18,-1,-10,16
COc1ccc(Cc2cc3c(cc2OCC(=O)N(C)C)OCO3)cc1,7,-4,16,62,23,1
c1ccc(CC2(Cc3ccccc3)N=C(c3ccccc3)C(c3ccccc3)=N2)cc1,-7,-15,11,-5,-9,-4
CN(CCOc1ccc(Cl)cc1)CCOc1ccc(Cl)cc1,99*,100*,100*,100*,100*,100*
COc1ccc([N+](=O)[O-])c2c(NCCCN(C)C)c(C)c(C)nc12,25,-9,-16,-6,22,18
O=C(CCl)OCCN(CCOC(=O)CCl)Cc1coc2ccccc2c1=O,-4,-16,-6,-1,-5,-23
O=C(N/N=C/c1ccccc1)c1nn[nH]n1,-7,0,4,-6,-2,-23
Nc1cc(S(N)(=O)=O)ccc1SSc1ccc(S(N)(=O)=O)cc1N,72*,41,73*,62,57,22
O=C1c2ccccc2C(=O)c2c1oc1c2ccc2ccccc21,-8,7,8,-5,-4,-16
O=[N+]([O-])c1ccc2[nH]c(=S)[nH]c(=S)c2c1,17&-27,36&-49,16&12,-1&-6,51&5,37&8
O=C1OCC(C(O)c2ccccc2)C1Cc1ccccc1 (stereo not given),6,8,4,17,7,12
O=C(CCCCCCCC(=O)OCCCC1CCCO1)OCCCC1CCCO1 (stereo not given),7,-15,22,-4,0,8
C[C@]1(CO)C[C@]1(C)CO,15,14,8,0,20,6
Cc1cc(N2CCCCC2)nc(N2CCCCC2)c1C#N,-4,-20,14,36,28,15
Nc1nc2[nH]ncc2c(=O)[nH]1,21,8,-11,7,16,29
Cc1ccc(NC(=O)/C=C/c2ccccc2)cc1,-3,-8,11,10,-3,-4
c1cc2c(c3c1CN(C1CCCCC1)CO3)OCN(C1CCCCC1)C2,-11,-30,12,65,32,-27
O=C(Nc1cccc(Cl)c1)Nc1ccc(Sc2ccc(Cl)cc2)o1,55,7,70,48,71*,30
CC(=O)c1ccc(O)c([N+](=O)[O-])c1,30,44,30,40,24,26

Six entries drawn at random from those above:
compound,rad50,yeast mec2-1,mlh1 rad18,bub3,yeast sgs1 mgt1,cln2 rad14
O=C(NNC(=O)c1cccc(F)c1)c1cccc(F)c1,-21,-8,-2,-6,-13,19
c1cc2c(c3c1CN(C1CCCCC1)CO3)OCN(C1CCCCC1)C2,-11,-30,12,65,32,-27
Nc1cc(S(N)(=O)=O)ccc1SSc1ccc(S(N)(=O)=O)cc1N,72*,41,73*,62,57,22
O=C1c2ccccc2C(=O)c2c1oc1c2ccc2ccccc21,-8,7,8,-5,-4,-16
NC(CCCCNC(=O)OCc1ccccc1)C(=O)OCc1ccccc1 (stereo not given),-15,-20,-18,-1,-10,16
O=C(Nc1cccc(Cl)c1)Nc1ccc(Sc2ccc(Cl)cc2)o1,55,7,70,48,71*,30

Additional structures follow.
compound,rad50,yeast mec2-1,mlh1 rad18,bub3,yeast sgs1 mgt1,cln2 rad14
Cc1ccc(S/C=C/C(=O)O)cc1,20&-3,0&18,5&21,-6&0,20&16,19&8
C=CC[n+]1cccc(Oc2ccc([N+](=O)[O-])cc2[N+](=O)[O-])c1,74*,12,55,18,63,31
COc1ccc2cc1Oc1ccc(cc1)CC1c3cc(OC)c(OC)c(c3CCN1C)Oc1c(OC)c(OC)cc3c1[C@H](C2)NCC3 (stereo not given in full),25,14,3,15,-10,7
COc1nc(Cl)nc(C(N)=O)c1N,8,10,-5,-3,-12,-11
CC1(C)CC2(C)CC1CC2(O)c1ccccc1 (stereo not given),11,-22,2,-35,-7,13
CC(=O)Nc1nnc(SCc2ccccc2)s1,9,6,-21,3,-4,-10
COc1ccccc1/C=C(\C#N)c1ccccc1,47,11,59,35,42,10
O=C1C(Cl)C(c2ccccc2)N1n1cnc2ccccc2c1=O (stereo not given),-16,-2,-13,4,-24,-3
OC(CNc1ncccn1)(Cc1ccccc1)Cc1ccccc1,9,-5,21,12,2,19
CC(C)CCOc1ccc(CCO)cc1,0,-9,-25,-36,-4,-8
CCOc1ccc(N=Nc2ccc3oc(=O)c(/C(C)=N/NC(=O)CC(=O)Nc4cccc(OC)c4)cc3c2)cc1,44,36,44,-5,25,-17
O=C(NCCCCC(Br)C(=O)O)c1ccccc1 (stereo not given),-30,-6,-35,-2,-33,-53
COc1nc2c(=O)[nH]cnc2n1C1OC(CO)C(O)C1O (stereo not given),3,-2,0,7,-4,4
Brc1ccc(-c2c3ccccc3cc3c2ccc2ccccc23)cc1,43,30,47,38,48,74*
CCOC(=O)c1ccc(N=Cc2ccc(N(CCC#N)CCC#N)cc2)cc1,9,2,-7,-2,-7,4
O=C(/C=C/c1ccccc1)Nc1ccccc1C(F)(F)F,4,9,18,13,1,-4
O=NN(CCCl)C(=O)Nc1ccc2c(c1)OCO2,46,13,58,-2,16,24
O=C(O)CCCC(=O)c1ccccc1,5,-9,20,-6,5,-9
CCN(CC)CCCNc1cc(OC)cc2nccnc12,13,15,22,1,16,-6
CC(C)Cc1ncnc2n[nH]nc12,2,8,18,20,36,35
COc1ccc(/C=C2\CCCC3=C2NC(=S)NC3c2ccc(OC)cc2)cc1 (stereo not given),25,21,-37,-2,-6,6
COC(=O)C1(Cc2ccc3c(c2)CCC3)Cc2ccc3c(c2C1O)CCC3 (stereo not given),95*,94*,85*,94*,90*,85*
C=C(C)C(/C=C/C(C)C1CCC2C3=CCC4CC(OC(C)=O)CCC4(C)C3CCC21C)CC (stereo not given),-12,1,-21,2,-11,-33
CC(=O)N1CCN(c2ccccc2)C(C)C1 (stereo not given),-16,-24,-28,-6,-34,-15
CC(=O)Nc1c([N+](=O)[O-])cc(Br)c2ccccc12,0,22,33,12,12,52

Further structures follow.
compound,rad50,yeast mec2-1,mlh1 rad18,bub3,yeast sgs1 mgt1,cln2 rad14
Brc1cccc[n+]1-c1cc(-[n+]2ccccc2Br)cc(-[n+]2ccccc2Br)c1,6,5,9,1,-15,-1
CCN(CC)CCOC(C)=O,8,-16,-26,-11,-19,1
COc1ccc2ccc(=O)oc2c1CC=C(C)C,46,38,32,62,72*,-10
Cc1cc(Cl)ccc1NC(=O)/C(Cc1nc2ccc(C(=O)c3ccccc3)cc2[nH]c1=O)=N/NC(=O)c1ccncc1,22,17,16,5,1,-34
COCCCNC(=O)CC(=O)NCCCOC,13,-2,29,5,25,7
C=C(C)CC1CN2CCc3cc(OC)c(OC)cc3C2CC1=O (stereo not given),25,7,27,44,25,19
O=C(NC1CCCCC1)C(c1ccccc1)c1ccccc1,9,-3,-11,2,0,-19
CCCCCC(=C/c1ccccc1)/C=N/N1CCN(/N=C/C(=C/c2ccccc2)CCCCC)CC1,32,11,11,-1,22,3
CCC(=O)COc1ccc(NC(NC(=O)C(C(F)(F)F)C(F)(F)F)(C(F)(F)F)C(F)(F)F)cc1,16,-25,-16,-3,6,29
Cc1ccc(S(=O)(=O)N2CCCSCCSCCCN(S(=O)(=O)c3ccc(C)cc3)CC2)cc1,9,-11,2,-10,4,-45
Cc1ccc2nc(-c3ccc(Cl)cc3Cl)oc(=O)c2c1,-9,4,-7,21,20,-13
Nc1cc2ccccc2c2ccccc12,50,15,34,36,21,-14
COC(=O)c1cc(-c2ccc(C)cc2)[nH]c(=O)c1C#N,87*,57,90*,53,84*,66
CCC(=O)C(CCN(C)C)c1ccccc1 (stereo not given),-10,-1,-8,-11,10,-23
CC(C)CC(C)OB(OC(C)CC(C)C)OC(C)CC(C)C (stereo not given),-11,-24,-15,1,-4,-17
CCNC(=O)C1CCCN1C(=O)C(CCCN=C(N)N)NC(=O)C(CC(C)C)NC(=O)C(Cc1c[nH]c2ccccc12)NC(=O)C(Cc1ccc(O)cc1)NC(=O)C(CO)NC(=O)C(Cc1c[nH]c2ccccc12)NC(=O)C(Cc1cnc[nH]1)NC(=O)C1CCC(=O)N1 (stereo not given),-12,-11,10,6,-18,-22
COc1cc2c(NCCCCCCO[N+](=O)[O-])ncnc2c(OC)c1OC,27,-6,31,39,41,44
C=C1C(=O)O[C@@H]2C3=C(C)C(=O)CC[C@]3(C)CC[C@@H]12,6,10,-15,-3,4,6
COc1c2c(cc3c1C(=O)c1c(O)cccc1C3=O)CC(O)CC2 (stereo not given),-15,-33,-23,3,-13,-10
CC(C)=C1C2CCC1[C@H](COS(C)(=O)=O)[C@@H]2COS(C)(=O)=O,-7,6,-11,11,4,17
O=C(CCn1[nH]c(=O)c(Cl)c(Cl)c1=O)NOCCCc1ccccc1,0,-22,-12,4,-8,-8
O=P(c1ccccc1)(c1ccccc1)C(O)c1ccncc1 (stereo not given),2,-17,-11,-23,0,11
CCCCCC(O)(CCCCC)CCCCCCCCC1=C(O)c2ccccc2C(=O)C1=O,-18,-19,-79,1,0,6
O=[N+]([O-])c1cc(-c2ccccc2)c(O)c([N+](=O)[O-])c1,94*,89*,93*,89*,86*,75*
N#CCC(=O)N/N=C\C(O)C(O)C(O)C(O)CO (stereo not given),0,3,11,4,-11,-1
